# Source: PubChem BioAssay
# CHO-K1 Ca antag: nonselective inhibitor or artifact in parental CHO-K1 cells. ATP-induced calcium, Fluo-8 fluorescence. inhibition, % at 3 µM. actives 0.6% (n = 360,000);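 active = inhibition above a per-plate cutoff, the plate's mean sample inhibition plus 3 SD, cut at about 24% in these data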;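 note: 0% = DMSO plus EC80 ATP and 100% = DMSO alone without ATP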
# M1 antag: human CHRM1 antagonism | P11229 | CHO-K1 hM1, Fluo-8 calcium fluorescence, ACh EC80 antagonist | inhibition, % at 3 µM | actives 1.3% (n = 360,000) | AID 588852;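 active = percent inhibition above its own plate's cutoff, namely the mean of that plate's compound wells plus 3 SD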;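 note: peak over basal fluorescence ratio during 140 s after agonist addition; 0% = ACh EC80 plus DMSO and 100% = DMSO alone without agonist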
# Target sequence (P11229 whole entry, looked up): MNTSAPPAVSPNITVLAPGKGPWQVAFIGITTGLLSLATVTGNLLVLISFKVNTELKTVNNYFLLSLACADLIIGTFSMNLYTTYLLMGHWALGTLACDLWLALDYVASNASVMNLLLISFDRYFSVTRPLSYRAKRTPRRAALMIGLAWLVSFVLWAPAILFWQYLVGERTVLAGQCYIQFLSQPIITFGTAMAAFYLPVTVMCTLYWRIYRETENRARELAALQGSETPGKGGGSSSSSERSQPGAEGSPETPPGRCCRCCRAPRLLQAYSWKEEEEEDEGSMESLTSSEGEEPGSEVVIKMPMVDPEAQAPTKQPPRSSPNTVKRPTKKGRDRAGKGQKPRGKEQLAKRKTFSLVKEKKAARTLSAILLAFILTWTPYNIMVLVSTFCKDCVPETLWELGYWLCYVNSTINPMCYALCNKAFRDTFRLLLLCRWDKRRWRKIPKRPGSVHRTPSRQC
# M1 PAM: human CHRM1 positive allosteric modulation; P11229; CHO-K1 hM1, Fluo-8 calcium fluorescence, ACh EC20; 0% = ACh EC20, 100% = maximal ACh; activation, % at 3 µM; actives 0.088% (n = 360,000); AID 588819; in the data active = activation above about 19%, passing the limit was not always enough
# CHO parental Ca: counter-screen: ATP calcium response change in parental CHO cells; parental CHO-K1, ATP-induced calcium, Fluo-8 fluorescence; inhibition, % at 5.6 µM; actives 0.63% (n = 330,000);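 active = inhibition above that plate's mean sample inhibition plus 3 SD, cut at about 26% in these data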;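 note: 0% = ATP-challenged DMSO wells and 100% = DMSO wells without ATP; some compounds past the cut are filed as inactive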
#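 Material: parental CHO cells / Compound: single nominal dose of 5.6 µM per compound / Signal: Fluo-8 fluorescence / Replicates: singlicate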
# CHRM1 agonist: agonists of human M1 muscarinic receptor; P11229; CHO-K1 hM1, Fluo-8 calcium fluorescence, agonist mode; 0% DMSO, 100% acetylcholine EC100; activation, % at 3 µM; actives 0.33% (n = 360,000); AID 588814;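 active = activation above the run's mean compound activation plus 3 SD, cut at about 16% in these data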;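 note: peak over basal fluorescence ratio within a 140 s kinetic read after compound addition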
# TAAR1 antagonist: antagonists of human TAAR1 | AID 624466 | CHO RD-HGA16 TAAR1, Fluo-8 calcium fluorescence, antagonist | inhibition, % at 3 µM | actives 1.5% (n = 360,000);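 active = inhibition above a per-plate cutoff, the mean inhibition of test compounds on that plate plus 3 SD, cut at about 49% in these data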;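 note: 0% = DMSO plus EC80 beta-PEA response and 100% = DMSO alone without agonist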
# Target sequence (Q96RJ0 whole entry, looked up): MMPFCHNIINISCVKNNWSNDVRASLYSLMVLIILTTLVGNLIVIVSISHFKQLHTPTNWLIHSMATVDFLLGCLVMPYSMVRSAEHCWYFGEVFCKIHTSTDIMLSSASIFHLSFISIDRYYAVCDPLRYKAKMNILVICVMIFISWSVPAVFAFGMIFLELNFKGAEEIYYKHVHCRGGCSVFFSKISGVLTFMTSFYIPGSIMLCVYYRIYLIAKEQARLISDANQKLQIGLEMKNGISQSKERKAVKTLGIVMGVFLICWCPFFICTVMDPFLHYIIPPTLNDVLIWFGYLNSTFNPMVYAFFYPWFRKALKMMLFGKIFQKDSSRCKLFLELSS
#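 System: RD-HGA16 CHO cells with stable hTAAR1 and Gα16 | Probe or stimulus: EC80 β-phenethylamine stimulus | Dosing: 3 µM, single point | Times: Dye loading 75 min at 37 °C, then 30 min room temperature | Measured by: Fluo-8 calcium-sensitive fluorescence | Read-out basis: % inhibition of agonist calcium response | Replicates: n of 1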
# M1 PAM parental: nonselective activator or artifact in parental CHO-K1 calcium assay | ATP EC20, Fluo-8 calcium fluorescence; 0% at ATP EC20, 100% at ATP max | actives 0.02% (n = 360,000) | activation, % at 3 µM;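 active = activation above the run cutoff, the mean activation of all test compounds plus 3 SD, cut at about 40% in these data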;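 note: peak over basal fluorescence ratio in a 140 s read after ATP addition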
# TAAR1 ag: agonists of human TAAR1 | Q96RJ0 | CHO RD-HGA16 TAAR1, Fluo-8 calcium fluorescence; vehicle wells 0%, saturating PEA agonist 100% | activation, % at 3 µM | actives 0.99% (n = 360,000) | AID 624467;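 active = activation above the mean activation of all test compounds in the run plus 3 SD, cut at about 38% in these data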
#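 Assay system – CHO-derived RD-HGA16 cells with stable Gα16 and human TAAR1 · Compound dosing – one-point dosing at 3 µM (nominal) · Incubation – 17-24 h seeding, 75 min 37 °C dye, 30 min RT · Measured by – kinetic Fluo-8 calcium fluorescence · Control set – DMSO vehicle as 0%, PEA at EC100 as 100% · Repeats – single well for each compound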
# CHO-K1 Ca ag: nonselective activator or artifact in parental CHO-K1 cells | Fluo-8 calcium fluorescence; scaled to maximal ATP response, vehicle zero | activation, % at 3 µM | actives 0.48% (n = 360,000) | AID 602248; in the data active = activation above about 15%;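 note: untransfected CHO-K1 host cells lacking M1 receptor as counterscreen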
# * hit, by the source's call; · = no result given; & = joins results of further samples.
SMILES,CHO-K1 Ca antag,M1 antag,M1 PAM,CHO parental Ca,CHRM1 agonist,TAAR1 antagonist,M1 PAM parental,TAAR1 ag,CHO-K1 Ca ag
CCc1ccc(OCC(=O)N2CCN(Cc3ccc4c(c3)OCO4)CC2)cc1,-18,14,-3,-15,-6,0,8,-2,6.9
COC(=O)C1=C(c2cc3ccccc3o2)C[C@@H]2CC[C@H]1N2C(=O)N1CCC(O)CC1,-1,-7,14,-3,-5,12,-9,13,0.2
CCCC/C(=N\O)c1c[nH]c2ccccc12,-13,-6,9,-1,-6,-2,11,7,0.5
COC(=O)c1ccc(N2CCN(C)CC2)c([N+](=O)[O-])c1,5,2,-2,-17,-13,11,10,1,19*
COc1ccc(/C=C2\C(=O)NC(=O)N(Cc3ccccc3)C2=O)c(OC)c1OC,-1,-11,10,-11,-6,-30,13,12,0.4
CN1CCN(c2cc(N3CCNCC3)ccc2[N+](=O)[O-])CC1,-7,-3,0,-6,-7,8,2,0,0.1
CCCCCn1c(=O)c(C(=O)Nc2cnccn2)c(O)c2ccccc21,-6,-5,12,-1,-7,-13,19,-1,1.1
CCC(c1nnnn1-c1ccc2c(c1)OCCO2)N1CCC2(CC1)C(=O)NCN2c1ccccc1 (stereo not given),-2,-5,-9,·,-1,24,-7,8,2.9
CN1C[C@H](CO)C=C2c3cccc4[nH]cc(c34)C[C@H]21,-1,-4,4,-5,-7,64*,21,64*,1.1
O=C1CC(=O)N(c2ccccc2F)C(=O)N1,-9,-12,13,-5,-5,2,17,1,0.7
COc1cc2c(cc1O)C[C@H]1NCCc3cc4c(c-2c31)OCO4,-8,0,9,-4,-8,18,10,1,0.9
COC(=O)C1=C(c2ccc3ccccc3c2)C[C@@H]2CC[C@H]1N2C(=O)NCCNC(C)=O,-13,-9,9,-18,-14,·,14,·,0.9
Cc1c(CC(=O)N2C[C@H]3C[C@@H](C2)c2cccc(=O)n2C3)c(=O)oc2cc(O)c(Cl)cc12,8,2,2,-9,-2,-18,5,1,-0.2
CCC(C)n1c(O)c(C(c2ccccn2)c2c(O)n(C(C)CC)c(=S)[nH]c2=O)c(=O)[nH]c1=S (stereo not given),-3,-2,7,-9,-6,-9,24,3,0.5
CC(=O)C1(c2ccccc2)CCNCC1,-14,-6,4,-11,-9,-16,20,3,0.6
O=c1[nH]c(=S)[nH]c(O)c1N=Nc1cc(S(=O)(=O)Nc2ccc(Cl)cc2)ccc1Cl,-10,-6,-2,-8,-3,-15,2,3,0.0
O=c1[nH]c(=O)n(Cc2ccccc2Cl)c(O)c1C=Nc1ccc(F)cc1,-7,-12,14,-5,-4,9,13,0,0.3
CCOC(=O)CNC(=O)CNC(=O)C(Cc1ccc(N(CCCl)CCCl)cc1)NC(C)=O (stereo not given),-7,7,1,-5,-2,-5,8,0,0.0
S=C(NCCc1ccccc1)N1Cc2cc(-c3ccccc3)ccc2-n2nncc2C1,8,2,-5,·,-4,-18,7,6,0.8
c1ccc2c(NC3=NCCS3)cccc2c1,0,3,-3,-31,-5,-1,3,43*,-0.3
C[N+](C)(C)c1ccccc1,-2,-17,-13,-12,39*,-8,18,1,0.4
Cc1c(C(=O)O)cc(-c2ccccc2)n1Cc1ccccc1,4,-10,12,-5,0,-16,10,0,-0.7
C/C(=N\N1CCCCCC1)c1c(O)n(-c2ccccc2C)c(=O)[nH]c1=O,-5,-3,3,-9,-4,-4,8,5,6.6
CC(=NCc1cccnc1)c1c(O)n(-c2ccc(C)cc2)c(=O)[nH]c1=O,-6,-4,4,5,-5,-3,8,8,-0.2
CC(O)C1C=CC=CC(=O)OC2CC3OC4C5OC5(C)CCC4(COC(=O)C4OC4(C)C(O)CO1)C2(C)C31CO1 (stereo not given),8,9,-6,·,0,-12,1,0,1.5
CC12CCC3C(CCC4CC(=O)OCC43C)C1CCC2O (stereo not given),-17,-9,2,·,1,-4,-7,2,0.4
Cc1nn(Cc2ccc(Cl)cc2Cl)c(Cl)c1C(=O)O,-22,-24,20,-9,1,-4,23,-1,0.4
O=C(C1CCCCC1)N1Cc2ccccc2-n2nncc2C1,-5,-8,2,·,1,-20,13,1,0.6
CCOC(=O)C(O)(c1ccc(N(C)C(=O)COc2ccccc2)cc1)C(F)(F)F (stereo not given),18,-10,6,-10,-2,0,-2,4,0.6
N#Cc1ccc(NC(=O)CCNC(=O)c2ccco2)cc1Cl,6,-12,10,20,-1,-10,-1,15,0.6
O=[N+]([O-])c1ccc(NC2CCCC2)c2ccncc12,-13,1,-8,22,-6,·,1,·,5.7
COC(=O)C1=C(c2ccc(S(C)(=O)=O)cc2)C[C@@H]2CC[C@H]1N2C(=O)NCCS(C)=O (stereo not given in full),-16,-6,9,-7,-5,1,15,4,0.6
COC(=O)C1=C(c2ccc(F)cc2OCc2ccccc2)C[C@@H]2CC[C@H]1N2C(=O)NCc1cc(C)oc1C(F)(F)F,-19,13,-10,-15,-5,·,20,·,0.1
COc1cccc(/C=C2\N=C(c3cncc(Br)c3)OC2=O)c1,-4,0,7,6,-5,-4,12,0,0.3
CC(=O)OC1C2CCCC1C(N1CCCC1)CC2 (stereo not given),-4&13,-36&-3,7&-11,-8&2,-9&-6,-3&7,18&-7,0&-1,1.3&0.0
COC1=C(C)C(=O)O[C@]12C(=O)C(C)=C1CCCCN3[C@H]([C@@H]4C[C@H](C)C(=O)O4)CC[C@]132,-7,3,3,6,-5,4,2,0,0.3
Fc1ccc(C(OCCN2CCCC2)c2ccc(Br)cc2)cc1 (stereo not given),-4,81*,-23,-18,-8,-17,8,32,2.0
Cc1ccc(N2CCNCC2C)cc1 (stereo not given),-16,-19,7,·,-4,-7,17,0,0.5
CCOc1ccccc1-n1c(O)c(C=NCCCn2ccnc2)c(=O)[nH]c1=O,-11,-6,1,0,-3,-18,15,1,0.5
COc1ccccc1/C=N/N=C(/N)N[N+](=O)[O-],-10,0,4,-2,-6,-12,18,2,0.8
O=C(NC12CC3CC(CC(C3)C1)C2)OC1CN2CCC1CC2 (stereo not given),-13,-2,-5,9,-8,-12,27,1,0.8
CCn1c(O)c(C=Nc2ccc(S(N)(=O)=O)cc2)c(=O)[nH]c1=S,-8,0,6,-7,-8,2,19,5,1.6
S=P(NCCNP(=S)(N1CC1)N1CC1)(N1CC1)N1CC1,-3,-11,7,·,3,-15,7,2,0.4
C=C1C(=O)O[C@@H]2C[C@@H](C)[C@@H]3C=CC(=O)[C@@]3(C)[C@@H](O)[C@H]12,15,-15,-1,-7,0,6,-7,0,-0.4
Cc1ccc(-c2nc(N3CCOCC3)s[n+]2-c2ccccc2)cc1,4,-5,9,-2,-6,10,16,2,0.4
Cc1c(N=Nc2c(O)n(-c3ccc(Br)cc3)c(=O)[nH]c2=O)c(=O)n(-c2ccccc2)n1C,0,-21,23,-2,-2,-9,-14,11,0.4
CCC(C)NC(=O)CCC(=O)OC1O[C@H]2OC3(C)CC[C@H]4[C@H](C)CCC(C1C)C24OO3 (stereo not given in full),-4,1,-2,·,-4,-17,5,3,2.1
O=C1NC(=O)N(c2ccccc2)C(=O)/C1=C/c1ccoc1,-2,6,-7,3,-2,4,-10,9,2.3
COc1cccc(OC)c1C1=NCC(=O)Nc2c1oc1ccc(Br)cc21,6,-6,4,1,0,0,7,1,0.1
COc1ccc(Cn2c(O)c(/C=N/NC(=O)c3ccncc3)c(=O)[nH]c2=O)cc1,-6,-22,20,-1,1,-28,21,0,0.1
COc1ccc(-c2[nH]ncc2CNC(C)Cc2cccc(C)n2)cc1F (stereo not given),-14,-12,4,-3,-6,-26,25,14,1.1
CCCCn1c(=O)c(C(=O)Nc2ccccc2N)c(O)c2ccccc21,-4,-17,6,-21,-3,2,14,-2,1.2
CC(C)Sc1nnc(OC(=O)N(C)C)n1-c1ccccc1,-9,-4,3,2,-4,-55,22,2,0.8
CN1CCC(O)(c2cccs2)C(C(=O)c2cccs2)C1 (stereo not given),-4,-16,6,3,0,-28,3,3,0.6
O=C(Nc1cccc(C(F)(F)F)c1)c1cccn(Cc2ccc3c(c2)OC(F)(F)O3)c1=O,-11,-6,8,-31,-6,0,22,4,0.7
Cc1cccc([N+](=O)[O-])c1,-31,-10,3,-11,-3,-18,17,4,1.1
O=C(NCc1cccnc1)NC1CCCCC1,-14,-5,11,-10,-9,9,8,0,1.1

# 13 of the compounds above, bar-delimited:
canonical_smiles | CHO-K1 Ca antag | M1 antag | M1 PAM | CHO parental Ca | CHRM1 agonist | TAAR1 antagonist | M1 PAM parental | TAAR1 ag | CHO-K1 Ca ag
S=P(NCCNP(=S)(N1CC1)N1CC1)(N1CC1)N1CC1 | -3 | -11 | 7 | · | 3 | -15 | 7 | 2 | 0.4
C=C1C(=O)O[C@@H]2C[C@@H](C)[C@@H]3C=CC(=O)[C@@]3(C)[C@@H](O)[C@H]12 | 15 | -15 | -1 | -7 | 0 | 6 | -7 | 0 | -0.4
Cc1ccc(-c2nc(N3CCOCC3)s[n+]2-c2ccccc2)cc1 | 4 | -5 | 9 | -2 | -6 | 10 | 16 | 2 | 0.4
Cc1c(N=Nc2c(O)n(-c3ccc(Br)cc3)c(=O)[nH]c2=O)c(=O)n(-c2ccccc2)n1C | 0 | -21 | 23 | -2 | -2 | -9 | -14 | 11 | 0.4
CCC(C)NC(=O)CCC(=O)OC1O[C@H]2OC3(C)CC[C@H]4[C@H](C)CCC(C1C)C24OO3 (stereo not given in full) | -4 | 1 | -2 | · | -4 | -17 | 5 | 3 | 2.1
O=C1NC(=O)N(c2ccccc2)C(=O)/C1=C/c1ccoc1 | -2 | 6 | -7 | 3 | -2 | 4 | -10 | 9 | 2.3
COc1cccc(OC)c1C1=NCC(=O)Nc2c1oc1ccc(Br)cc21 | 6 | -6 | 4 | 1 | 0 | 0 | 7 | 1 | 0.1
COc1ccc(Cn2c(O)c(/C=N/NC(=O)c3ccncc3)c(=O)[nH]c2=O)cc1 | -6 | -22 | 20 | -1 | 1 | -28 | 21 | 0 | 0.1
COc1ccc(-c2[nH]ncc2CNC(C)Cc2cccc(C)n2)cc1F (stereo not given) | -14 | -12 | 4 | -3 | -6 | -26 | 25 | 14 | 1.1
CCCCn1c(=O)c(C(=O)Nc2ccccc2N)c(O)c2ccccc21 | -4 | -17 | 6 | -21 | -3 | 2 | 14 | -2 | 1.2
CC(C)Sc1nnc(OC(=O)N(C)C)n1-c1ccccc1 | -9 | -4 | 3 | 2 | -4 | -55 | 22 | 2 | 0.8
CN1CCC(O)(c2cccs2)C(C(=O)c2cccs2)C1 (stereo not given) | -4 | -16 | 6 | 3 | 0 | -28 | 3 | 3 | 0.6
O=C(Nc1cccc(C(F)(F)F)c1)c1cccn(Cc2ccc3c(c2)OC(F)(F)O3)c1=O | -11 | -6 | 8 | -31 | -6 | 0 | 22 | 4 | 0.7

# This is a subset (hit frequency here may not be typical).
